KCC2 mod: KCC2 cotransporter modulators, thallium flux, primary screen, cell-based, HEK293 KCC2, FluoZin-2 fluorescence, MLSMR; Solute carrier family 12 member 5 (Homo sapiens), Q9H2X9; KCC2 cells, thallium flux FluoZin-2 fluorescence; B-score of Tl+ flux slope (higher = more flux/activation; lower = inhibition) at 10 µM; 190,000 compounds, 2.2% hits; AID 1456, 2008;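 active = thallium flux slope and its plate-corrected score both differing from the plate sample mean at a set confidence after two filtering rounds, in either direction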;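 note: slope of fluorescence scaled to starting intensity during 10 to 20 s after thallium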
Target sequence (Q9H2X9 whole entry, looked up): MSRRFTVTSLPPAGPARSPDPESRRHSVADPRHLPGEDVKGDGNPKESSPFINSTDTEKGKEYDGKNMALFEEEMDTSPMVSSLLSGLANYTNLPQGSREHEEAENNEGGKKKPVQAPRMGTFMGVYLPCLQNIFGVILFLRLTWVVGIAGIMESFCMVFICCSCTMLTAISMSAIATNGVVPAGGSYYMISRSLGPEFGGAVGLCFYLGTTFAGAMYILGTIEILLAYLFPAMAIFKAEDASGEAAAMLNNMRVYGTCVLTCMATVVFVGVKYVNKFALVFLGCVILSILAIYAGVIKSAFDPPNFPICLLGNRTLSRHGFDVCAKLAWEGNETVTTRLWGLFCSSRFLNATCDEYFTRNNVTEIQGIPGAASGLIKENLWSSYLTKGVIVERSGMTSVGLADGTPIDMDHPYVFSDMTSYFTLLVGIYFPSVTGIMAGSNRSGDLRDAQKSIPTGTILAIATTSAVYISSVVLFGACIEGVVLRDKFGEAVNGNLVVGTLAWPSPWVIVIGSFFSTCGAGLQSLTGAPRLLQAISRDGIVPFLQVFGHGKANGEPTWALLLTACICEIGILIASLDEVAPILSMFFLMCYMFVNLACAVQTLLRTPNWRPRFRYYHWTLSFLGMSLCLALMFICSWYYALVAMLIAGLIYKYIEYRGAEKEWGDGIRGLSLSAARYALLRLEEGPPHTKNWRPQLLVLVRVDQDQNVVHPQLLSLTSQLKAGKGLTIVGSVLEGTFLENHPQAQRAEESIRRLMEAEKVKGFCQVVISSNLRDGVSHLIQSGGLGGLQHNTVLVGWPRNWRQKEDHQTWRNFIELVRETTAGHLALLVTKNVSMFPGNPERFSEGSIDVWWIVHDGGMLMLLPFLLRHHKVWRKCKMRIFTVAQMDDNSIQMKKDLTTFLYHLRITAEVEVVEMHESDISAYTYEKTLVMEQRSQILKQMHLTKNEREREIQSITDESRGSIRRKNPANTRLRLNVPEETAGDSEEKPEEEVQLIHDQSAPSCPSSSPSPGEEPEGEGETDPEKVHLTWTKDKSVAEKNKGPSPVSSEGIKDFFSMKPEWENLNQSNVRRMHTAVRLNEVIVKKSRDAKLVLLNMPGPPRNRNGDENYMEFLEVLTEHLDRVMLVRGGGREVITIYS
PPC-1+TRAIL kill: compounds killing PPC-1 cancer cells with TRAIL present, primary screen, TRAIL potentiator project, ATPLite luminescence, uHTS; PPC-1 cells + TRAIL, ATPLite viability luminescence; cell killing (% activity), % at 4 µM; 220,000 compounds, 0.41% hits; AID 1443, 2008;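 active = cell killing above 50% in the first pass at 4 µM, then a duplicate retest at 5 µM averaging 50% or more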;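 note: plate controls were cells with TRAIL plus DMSO for no effect and medium-only wells lacking cells for full effect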
m-calpain inh: inhibitors of pig calpain II, primary screen, biochemical, fluorogenic peptide substrate, 1536-well. purified calpain II, 30 min. inhibition, % at 16 µM. 220,000 compounds, 0.37% hits. AID 1236, 2008;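 active = inhibition above about 50%, limit read from the data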
zfTRPN1 agonist: zebrafish TRPN1 channel agonists, primary screen, cell-based, HEK293, calcium fluorescence | 220,000 compounds, 0.18% hits | activation, % at 3 µM | HEK293 zebrafish TRPN1-YFP, Fluo-8 calcium fluorescence; 100% = response to 87 µM carbachol | transient receptor potential cation channel N1 (TRPN1/NompC), Danio rerio;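 active = activation above its plate's cutoff, the mean activation of test wells on that plate plus 3 SD, cut at about 19% in these data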;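 note: 0% = DMSO alone and 100% = 87 µM carbachol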
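Material – zebrafish TRPN1-YFP in HEK293 cells · Doses – 3 µM single point · Schedule – dye 1 h 37 °C plus 30 min RT · Signal – Fluo-8 calcium fluorescence, excitation 470-495 nm, emission 515-575 nm · Read-out – % activation versus carbachol response · Control set – carbachol high, DMSO low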
TRPML3 ag: human TRPML3 channel agonists, primary screen, cell-based, HEK293 TRPML3-YFP, Fluo-8 calcium fluorescence, 3 µM. Mucolipin-3 (Homo sapiens), Q8TDD5. 100% = the carbachol control signal. activation, % at 3 µM. 220,000 compounds, 0.29% hits. AID 1448, 2008;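 active = activation above its plate's cutoff, the mean activation of the plate's test wells plus 3 SD, cut at about 12% in these data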;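 note: 0% = DMSO only wells and 100% = carbachol wells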
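Test system – HEK293 line with stable expression of human TRPML3-YFP channel · Control set – carbachol 87 µM final as high control (100%), DMSO as low control (0%) · Signal – Fluo-8 calcium dye fluorescence, ex 470-495, em 515-575 nm · Incubation – 1-h 37 °C dye load, 5-s basal, 120-s post-compound reads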
EBV gp42 inh: Epstein-Barr virus gp42 inhibitors, primary screen, biochemical, uHTS, fluorescence polarization | Fluorescence polarization binding assay, mP read-out | inhibition, % (tested at 21.74 µM) | 220,000 compounds, 0.42% hits; in the data active = inhibition above about 50%
Thrombin inh: human alpha-thrombin inhibitors, primary screen, counter-screen for coagulation protease inhibitor project, biochemical, 1536-well, fluorogenic AMC substrate; Boc-VPR-AMC fluorogenic substrate cleavage; AID 1046, 2008; Prothrombin (Homo sapiens), P00734; 220,000 compounds, 0.26% hits; inhibition, % at 5 µM;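 active = inhibition at or above 40%; inactive = inhibition below 40%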;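 note: 0% = enzyme with no compound and 100% = wells without enzyme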
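Test system: human alpha-thrombin protein / Dosing: one concentration per compound, 5 µM, with 0.2% DMSO / Medium: pH 7.5 Tris-saline with Tween 20 / Benchmarks: no-compound enzyme wells and no-enzyme blanks / Read-out basis: percent inhibition of thrombin substrate cleavage / Timing: reaction at room temperature / Measured by: fluorescence, ex 355 nm, em 460 nm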
Furin inhibitor: human furin inhibitors, primary screen, biochemical, fluorescence intensity; P09958; inhibition, % at 30 µM; 220,000 compounds, 0.061% hits; purified furin, fluorogenic substrate cleavage; in the data active = inhibition above about 25%; note: inactives centre near -15
Tb hexokinase: Trypanosoma brucei hexokinase 1 inhibitors, primary screen, biochemical, G6PDH-coupled NADH absorbance, MLSCN library; inhibition, % at 10 µM; AID 1430, 2008; hexokinase 1 [Trypanosoma brucei]; 220,000 compounds, 0.11% hits; recombinant TbHK1, G6PDH-coupled NADH A340;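 active = inhibition of 50% or more in the single-dose primary screen; inactive = inhibition below 50%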
Numbers without * were called inactive; nt = not tested or not shown; [ ] = another dose, or the depositor's remark.

Results follow in this order: KCC2 mod, PPC-1+TRAIL kill, m-calpain inh, zfTRPN1 agonist, TRPML3 ag, EBV gp42 inh, Thrombin inh, Furin inhibitor, Tb hexokinase
- CN(C)c1ccc(NC(=O)CC(NCc2ccccn2)C(=O)O)cc1 (stereo not drawn)
    -0.12, 17, -1, -0.3, 0.4, -22, -2, -6, 8
- CCOC(=O)c1cnn(-c2nc3c(C)cccc3s2)c1C
    -0.46, -16, -14, 0.3, 0.8, -21, 0, -13[20 µM], -21
- N#CCc1nc2n(n1)Cc1ccccc1-2
    0.47, -3, 31, 1.1, 0.9, 0, -4, -23, 0
- CC/C(=N\NC(=O)CSCc1ccc(Cl)cc1)c1ccc2c(c1)OCCO2
    nt, -6, 18, -2.2, -0.7, -24, 0, -10[20 µM], -7
- Cc1ccc(C(=O)NCc2cccs2)cc1S(=O)(=O)N1CCCCC1
    0.07, 6, -13, 0.2, 2.0, -21, -10, -10, -1
- CCCn1c(SCC(=O)Nc2ccc(OC)cc2)nnc1-c1ccncc1
    0.086, -22, 9, 0.0, -0.7, 4, 0, -18[20 µM], 1
- O=C(Cn1nnc(-c2cccc(C(F)(F)F)c2)n1)NC1CCCC1
    0.039, -6, 13, -0.5, 0.9, -3, 2, -16, -4
- N#Cc1ccccc1NC(=O)Nc1ccc(Cl)cc1
    0.57, 17, -160, 0.1, 0.6, -20, -6, -21[20 µM], 2
- CCN1CC2=C(OC(N)=C(C#N)C2c2ccccc2)/C(=C\c2ccccc2)C1 (stereo not drawn)
    -2.3, 6, -84, -0.8, 0.2, 12, 4, -15[20 µM], -9
- COc1ccc(Cl)cc1NC(=O)CNc1ccccc1F
    -1.7, -10, 8, -3.2, -1.1, -26, 2, -5, 4
- COc1ccc(NC(=O)C(C)SCc2ccccc2)cc1 (stereo not drawn)
    -0.54, 22, 10, -0.3, -0.9, 2, 5, -4, 6
- c1ccc(-c2cc3c(NCC4COc5ccccc5O4)ncnc3s2)cc1 (stereo not drawn)
    0.16, 6, -26, 0.3, 0.4, -52, -3, -9, 14
- COc1ccc(NC(C)=O)cc1NC(C)C(=O)Nc1cc(C(F)(F)F)ccc1N1CCOCC1 (stereo not drawn)
    -0.089, 2, 2, -1.5, 0.3, -8, -3, -14, -6
- CC(C)(C)N(Cc1cc2ccccc2[nH]c1=O)C(=O)c1cccc([N+](=O)[O-])c1
    -0.033, -3, 4, -0.1, 0.9, -14, -2, -16, -18
- COc1ccc(S(=O)(=O)NCc2ccc(C(=O)NCc3cccnc3)cc2)cc1
    0.43, -2, 3, 0.4, 0.2, -8, -2, -24, 4

Next part
Results follow in this order: KCC2 mod, PPC-1+TRAIL kill, m-calpain inh, zfTRPN1 agonist, TRPML3 ag, EBV gp42 inh, Thrombin inh, Furin inhibitor, Tb hexokinase
- CC(Cl)C(=O)Nc1ccccc1C#N (stereo not drawn)
    0.61, 29, 21, -0.2, -0.1, -11, -1, -5, 7
- Cc1ccc(C)c(CN2C(=O)C3CCCN3c3ccc(C#N)cc32)c1 (stereo not drawn)
    -2.1, 10, -55, 0.3, -0.6, -53, 0, -15[20 µM], -6
- CCOC(=O)c1[nH]c(C)c(C(=O)OCCN2C(=O)c3ccccc3C2=O)c1C
    -1.2, 8, -28, 1.1, 0.4, -3, -1, -10, -6
- Cc1nnc(-c2cccc(Br)c2)c2cn(-c3ccccc3Cl)nc12
    nt, -8, -23, -3.0, -1.5, -8, 1, -11[20 µM], -4
- O=C(NC1CCS(=O)(=O)C1)C1CCCN(S(=O)(=O)c2ccc(Cl)cc2)C1 (stereo not drawn)
    -0.02, -6, 12, 1.9, 0.6, 15, -9, -15, 0
- Cc1ccc(N(CC(O)CN2CCCC2)S(=O)(=O)c2ccc(C)cc2)cc1 (stereo not drawn)
    nt, 47, 9, 0.4, 0.3, -24, -3, -13, 10
- CCc1ccc(NC(=O)Cc2ccc(-n3cccc3)cc2)cc1
    -1.3, 11, -4, -0.1, 0.8, 0, -8, 0, 19
- Cc1nc(-c2ccc(Cl)cc2)sc1C(=O)NNC(=O)C(C)C
    -1, -12, 14, 1.1, 0.2, -4, 5, -14, -27
- COC(=O)c1cc([N+](=O)[O-])c(-n2ccnc2)c([N+](=O)[O-])c1
    0.91, -3, 14, 0.2, 0.7, -10, -8, -8, 31
- O=C(Nc1ccccc1Cl)O/N=C(/c1ccccc1)c1ccccn1
    nt, 29, -16, 0.9, 0.5, -4, 1, -17[20 µM], 8
- NNC(=O)c1ccncc1
    -0.0016, 34, 2, -0.5, 0.9, -5, nt, -26, 3
- NC(=O)CSc1nnc(-c2ccc(S(=O)(=O)N3CCOCC3)cc2)n1CC1CCCO1 (stereo not drawn)
    0.67, -8, 21, 1.9, 0.1, -7, 2, -16, -3
- O=C(Nc1ccc2nsnc2c1)C1CC1
    -0.0065, -2, -312, -1.3, 0.0, -4, -9, -23, -19
- CCC(C)NC(=O)c1nn(C)c(=O)c2ccccc12 (stereo not drawn)
    0.87, 0, -1, 1.2, 1.3, 1, -10, -25, -2
- COc1cc(/C=N/n2c(-c3cc(C)[nH]n3)n[nH]c2=S)cc(OC)c1O
    -0.11, 6, 23, 1.8, 1.4, -8, -8, -15, -33

(more compounds)
Results follow in this order: KCC2 mod, PPC-1+TRAIL kill, m-calpain inh, zfTRPN1 agonist, TRPML3 ag, EBV gp42 inh, Thrombin inh, Furin inhibitor, Tb hexokinase
- CC(C)N(Cc1ccccc1)C(=S)NCc1ccccc1
    0.38, 10, 0, -2.2, -0.1, 4, -2, -10, -1
- CCOC(=O)CSc1nnc(-c2ccco2)n1C
    -0.54, 5, 4, -0.4, -0.7, -18, 2, -13[20 µM], -3
- CCOc1ccccc1NC(=O)c1cc(CC(C)C)oc1C
    nt, 11, -2, -0.9, 0.2, -20, 0, -27[20 µM], 1
- COc1ccc(NC(=S)NNC(=O)c2nnn(-c3ccccc3)c2C)cc1
    -2, 6, 2, 1.2, 0.9, -10, -2, -15, -1
- O=C(OCc1ccccc1)c1ccc2c(c1)-c1ccccc1C2=O
    -0.14, 0, -4, 0.0, -1.0, 3, -4, -5[20 µM], 6
- CCCC(c1nnnn1Cc1ccco1)N1CCC(C(N)=O)CC1 (stereo not drawn)
    0.86, 16, -17, 0.7, 0.8, -22, -1, -2, 8
- Oc1ccc(/C=N/Nc2cccc3cccnc23)c(O)c1
    nt, 6, 0, -0.7, 0.7, 8, -3, -8[20 µM], -7
- CC(=O)Nc1ccc(S(=O)(=O)C(C#N)c2nc3ccccc3nc2NCCCO)cc1 (stereo not drawn)
    0.15, 14, -318, 0.9, 0.8, 14, -14, -73, -39
- COc1cc(-c2nnc(SCC#CCO)o2)cc(OC)c1OC
    nt, -5, -7, 1.6, 0.2, -4, -5, 0, 1
- COc1ccccc1CNC(=O)C(NS(=O)(=O)c1ccc2c(c1)OCCO2)C(C)C (stereo not drawn)
    -1.6, 16, 11, -2.4, -0.7, -18, -11, -2, 34
- CC(OC(=O)C1CCN(S(=O)(=O)c2ccccc2)CC1)C(=O)Nc1ncc(Cl)cc1Cl (stereo not drawn)
    nt, 14, 0, 0.5, 1.6, -8, 1, -24, -8
- CCOC(=O)C1CCN(C(=O)c2sc3ncnc(N4CCC(C)CC4)c3c2C)CC1
    0.085, 8, 21, 1.8, 0.0, 1, 1, 1[20 µM], -4
- COC(=O)C1=C(C)OC(N)=C(C#N)C1c1ccccc1F (stereo not drawn)
    -0.38, 15, -30, -0.8, 0.3, 3, 0, -16, 5
- CCN(CC)C(=O)Oc1cc(=O)n2c3c(cccc13)CCC2
    0.84, 25, -2, 1.8, 0.6, -3, 1, -14, -7
- CCOC(=O)Nc1ccc2c(c1)OCO2
    0.069, 13, -3, 0.9, -0.7, 1, -2, -12[20 µM], -3

Seven entries picked at random from the list so far, as already listed:
Results follow in this order: KCC2 mod, PPC-1+TRAIL kill, m-calpain inh, zfTRPN1 agonist, TRPML3 ag, EBV gp42 inh, Thrombin inh, Furin inhibitor, Tb hexokinase
- CCOC(=O)Nc1ccc2c(c1)OCO2
    0.069, 13, -3, 0.9, -0.7, 1, -2, -12[20 µM], -3
- COc1cc(-c2nnc(SCC#CCO)o2)cc(OC)c1OC
    nt, -5, -7, 1.6, 0.2, -4, -5, 0, 1
- Oc1ccc(/C=N/Nc2cccc3cccnc23)c(O)c1
    nt, 6, 0, -0.7, 0.7, 8, -3, -8[20 µM], -7
- CCOC(=O)C1CCN(C(=O)c2sc3ncnc(N4CCC(C)CC4)c3c2C)CC1
    0.085, 8, 21, 1.8, 0.0, 1, 1, 1[20 µM], -4
- CC(C)N(Cc1ccccc1)C(=S)NCc1ccccc1
    0.38, 10, 0, -2.2, -0.1, 4, -2, -10, -1
- CCOC(=O)CSc1nnc(-c2ccco2)n1C
    -0.54, 5, 4, -0.4, -0.7, -18, 2, -13[20 µM], -3
- CCOc1ccccc1NC(=O)c1cc(CC(C)C)oc1C
    nt, 11, -2, -0.9, 0.2, -20, 0, -27[20 µM], 1

(listing goes on)
Results follow in this order: KCC2 mod, PPC-1+TRAIL kill, m-calpain inh, zfTRPN1 agonist, TRPML3 ag, EBV gp42 inh, Thrombin inh, Furin inhibitor, Tb hexokinase
- CCOC(=O)C(=O)Nc1cccc(C(=O)OCC)c1
    -0.019, 13, -17, 0.1, 0.5, -20, 0, -9, 32
- Cc1ccc(C2OC(=O)c3ccccc32)cc1 (stereo not drawn)
    1.9, 40, -8, -1.0, -0.2, 12, -8, -31, -4
- Cc1cc(NC(=O)c2ccccc2)nc2c1c(=O)oc1ccccc12
    0.15, 3, -10, 1.0, 1.6, -11, -5, -16, -9
- Cc1ccc(NC(=O)CN2CCN(c3ccccn3)CC2)c(Cl)c1
    -0.0087, 4, -31, -0.6, -0.2, -5, -4, -13[20 µM], -7
- COCCNC(=O)c1ccccc1NC(=O)COc1ccccc1
    1.1, 8, 4, 0.6, 0.2, -5, -2, -22[20 µM], -1
- OCCNc1nc(-c2ccccc2)nc2c1oc1ccccc12
    0.21, 8, -4, 0.6, 0.6, -16, -2, -6, -8
- CSc1ccccc1C(=O)Nc1cccc(N(C)S(C)(=O)=O)c1
    -0.41, -11, 18, 0.6, -0.2, 1, 19, -29[20 µM], -1

Reformatted as tab-separated lines: part of the list above
mol	KCC2 mod	PPC-1+TRAIL kill	m-calpain inh	zfTRPN1 agonist	TRPML3 ag	EBV gp42 inh	Thrombin inh	Furin inhibitor	Tb hexokinase
CCC(C)NC(=O)c1nn(C)c(=O)c2ccccc12 (stereo not drawn)	0.87	0	-1	1.2	1.3	1	-10	-25	-2
COc1cc(/C=N/n2c(-c3cc(C)[nH]n3)n[nH]c2=S)cc(OC)c1O	-0.11	6	23	1.8	1.4	-8	-8	-15	-33

Source: PubChem (several laboratories)

Compounds were not picked by outcome; overall some 3.6% were active at least once.
